Cl transport mod = KCC2 cotransporter modulators, thallium flux, primary screen, cell-based, HEK293 KCC2, FluoZin-2 fluorescence, MLSMR; B-score of Tl+ flux slope (higher = more flux/activation; lower = inhibition) at 10 µM; KCC2 cells, thallium flux FluoZin-2 fluorescence; AID 1456, 2008; 190,000 compounds, 2.2% hits; Solute carrier family 12 member 5 (Homo sapiens), Q9H2X9;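 active means thallium flux slope and its plate-corrected score both differing from the plate sample mean at a set confidence after two filtering rounds, in either direction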;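 further: slope of fluorescence scaled to starting intensity during 10 to 20 s after thallium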
thrombin 1536 = human alpha-thrombin inhibitors, primary screen, counter-screen for coagulation protease inhibitor project, biochemical, 1536-well, fluorogenic AMC substrate; Prothrombin (Homo sapiens), P00734; Boc-VPR-AMC fluorogenic substrate cleavage; inhibition, % at 5 µM; 220,000 compounds, 0.26% hits;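 active means inhibition at or above 40%; inactive means inhibition below 40%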;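 further: 0% = enzyme with no compound and 100% = wells without enzyme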
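Test system: human alpha-thrombin protein / Dosing: one concentration per compound, 5 µM, with 0.2% DMSO / Medium: pH 7.5 Tris-saline with Tween 20 / Benchmarks: no-compound enzyme wells and no-enzyme blanks / Read-out basis: percent inhibition of thrombin substrate cleavage / Timing: reaction at room temperature / Measured by: fluorescence, ex 355 nm, em 460 nm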
Furin inh = human furin inhibitors, primary screen, biochemical, fluorescence intensity. P09958. purified furin, fluorogenic substrate cleavage. inhibition, % at 30 µM. 220,000 compounds, 0.061% hits; in the data active means inhibition above about 25%; further: inactives centre near -15
Target sequence (P09958 108-714 limits assumed): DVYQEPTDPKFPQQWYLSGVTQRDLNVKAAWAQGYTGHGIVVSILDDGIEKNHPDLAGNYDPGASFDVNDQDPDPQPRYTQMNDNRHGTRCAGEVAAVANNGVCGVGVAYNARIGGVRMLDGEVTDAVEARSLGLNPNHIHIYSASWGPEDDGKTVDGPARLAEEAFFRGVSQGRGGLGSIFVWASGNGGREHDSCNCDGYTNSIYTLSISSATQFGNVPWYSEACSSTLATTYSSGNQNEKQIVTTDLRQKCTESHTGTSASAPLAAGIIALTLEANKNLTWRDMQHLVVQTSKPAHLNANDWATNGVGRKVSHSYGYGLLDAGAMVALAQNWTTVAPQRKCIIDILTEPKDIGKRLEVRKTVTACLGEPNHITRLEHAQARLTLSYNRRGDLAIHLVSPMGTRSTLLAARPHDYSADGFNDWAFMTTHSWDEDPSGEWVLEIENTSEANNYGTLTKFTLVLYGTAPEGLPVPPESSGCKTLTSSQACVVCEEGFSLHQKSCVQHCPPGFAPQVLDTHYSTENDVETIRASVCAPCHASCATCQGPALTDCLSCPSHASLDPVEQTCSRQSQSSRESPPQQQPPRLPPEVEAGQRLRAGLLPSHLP
PERK inh = block of dimerizer-induced PERK translation repression, primary screen, PERK inhibitor project, CHO PERK-DD cells, SEAP luminescence, HTS; Eukaryotic translation initiation factor 2-alpha kinase 3 (Homo sapiens), Q9NZJ5; CHO PERK-DD fusion, SEAP luminescence translation reporter; inhibition, % at 5.6 µM; 220,000 compounds, 0.17% hits; AID 1416, 2008;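 active means inhibition above the mean inhibition of all tested compounds plus 3 SD, set separately per screening campaign, cut at about 2.9% in these data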;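 further: PERK kinase domain activated by AP20187 dimerizer at 100 nM; 0% = DMSO with dimerizer and 100% = rapamycin at 8.4 µM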
Calpain2 inh = inhibitors of pig calpain II, primary screen, biochemical, fluorogenic peptide substrate, 1536-well; 220,000 compounds, 0.37% hits; purified calpain II, 30 min; inhibition, % at 16 µM;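 active means inhibition above about 50%, limit read from the data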
FXIa inh 1536 = human FXIa protease inhibitors, primary screen, biochemical, 1536-well. AID 798, 2007. Coagulation factor XI (Homo sapiens), P03951. 220,000 compounds, 0.14% hits. inhibition, % at 5 µM. purified FXIa, Boc-Glu-Ala-Arg-AMC fluorogenic substrate;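 active means inhibition of at least 40%; inactive means inhibition below 40%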;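 further: fluorescence of freed AMC excited at 355 nm; 0% = enzyme without compound and 100% = no enzyme blank; many of its hits are not listed in these tables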
Rad51 HR inh = human RAD51 strand exchange inhibitors, primary screen, biochemical, fluorescence; DNA repair protein RAD51 homolog 1 (Homo sapiens), Q06609; 200,000 compounds, 0.085% hits; hRad51 DNA strand exchange, fluorescence dequenching; AID 1385, 2008; inhibition, % at 10 µM;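 active means inhibition above 40% at the single screening dose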;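 further: 0% = DMSO control wells and 100% = blanks with heterologous ssDNA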
Target sequence (Q06609 whole entry, looked up): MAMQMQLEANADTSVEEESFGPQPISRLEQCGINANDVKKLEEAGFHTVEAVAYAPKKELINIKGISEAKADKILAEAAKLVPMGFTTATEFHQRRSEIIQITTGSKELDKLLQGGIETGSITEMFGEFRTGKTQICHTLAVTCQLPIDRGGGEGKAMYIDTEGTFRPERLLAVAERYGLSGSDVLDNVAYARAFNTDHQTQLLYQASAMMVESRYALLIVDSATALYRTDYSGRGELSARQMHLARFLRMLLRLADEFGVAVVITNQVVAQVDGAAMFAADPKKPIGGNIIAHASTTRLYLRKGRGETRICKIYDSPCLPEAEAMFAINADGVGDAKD
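material = hRad51 filaments on single-stranded DNA | reagent = Donor/quencher-labelled 47-bp dsDNA substrate | compound = 10 µM final, single point | schedule = strand-exchange reaction 15 min at room temperature | measured by = fluorescein emission 520 nm, excitation 485 nm | read-out basis = % inhibition versus plate control and blank means | benchmarks = plate controls and plate blanks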
KLK5 inh = human KLK5 protease inhibitors, primary screen, biochemical, 1536-well. Kallikrein-5 (Homo sapiens), Q9Y337. recombinant hK5, fluorogenic AMC substrate cleavage. inhibition, % at 5 µM. 210,000 compounds, 0.59% hits. AID 873, 2007;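 active means inhibition of 40% or more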;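 further: 0% = enzyme controls without compound and 100% = no-enzyme blanks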
FXIIa inh 1536 = human FXIIa protease inhibitors, primary screen, biochemical, 1536-well | Coagulation factor XII (Homo sapiens), P00748 | purified FXIIa, Boc-QGR-AMC fluorogenic substrate, 2 h | inhibition, % at 5 µM | 220,000 compounds, 0.3% hits | AID 800, 2007; in the data active means inhibition above about 40%;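 further: 0% = enzyme with no compound and 100% = blank without enzyme; many of its hits are not listed in these tables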
* = called active by the depositor; i = inactive; / = no result given; [ ] = dose if it differs, or a comment. Not all compounds are listed (hit frequency here may not be typical).

SMILES	Cl transport mod	thrombin 1536	Furin inh	PERK inh	Calpain2 inh	FXIa inh 1536	Rad51 HR inh	KLK5 inh	FXIIa inh 1536
Cc1cccc(NC(=O)c2cnc3sccn3c2=O)n1	-0.96	/	-28	-0.2	/	/	1	/	/
CCCn1c(=NC(=O)c2ccco2)c(C(=O)OCC)cc2c(=O)n3ccccc3nc21	/	-15	-14[20 µM]	-0.4	i	-13	-7	-234	-19
Cc1ccc(OCc2nnc(SC(C)C(=O)O)n2Cc2ccccc2)cc1 (stereo not drawn)	-0.0015	-9	-13	1.1	-9	-3	-3	-1	1
CC(=O)N1CCN(CC(=O)Nc2ccccc2Sc2ccc(Cl)cc2)CC1	0.25	3	-23	-0.5	-17	7	/	-7	13
COc1ccc(-c2cn3c(C)c(C(=O)NC(C)C)sc3n2)cc1	0.94	0	-20	0.2	-9	1	/	-10	24
Cc1ccc(S(=O)(=O)N2CCCCC2)cc1C(=O)Nc1ncn[nH]1	/	4	/	/	-5	4	/	-35	14
CCOc1ccc(C(C(=O)NC2CCCCC2)N(C(=O)c2ccco2)c2ccc(-n3cnnn3)c(C)c2)cc1 (stereo not drawn)	1.2	3	-10[20 µM]	-1.1	-81	19	2	1	13
S=C1NCN(Cc2cccnc2)CN1c1cccc2ccccc12	1.2	-6	-30	1.2	-19	4	13	-6	5
CCOC(=O)C1CCN(C(=O)COc2ccc(S(=O)(=O)NC(C)C)cc2Cl)CC1	0.019	-5	-21[20 µM]	-0.8	-22	0	-1	15	11
Cc1sc2ncn(CC(=O)OC(C)C(=O)NC(C)(C)C)c(=O)c2c1C (stereo not drawn)	0.22	-2	-7[20 µM]	-1.4	-13	4	-2	-8	-5
O=C(CN1C2=NCCCN2c2ccccc21)c1cccc(Br)c1	0.12	2	-7	-0.8	-4	9	-4	-16	15
COc1ccccc1NC(=O)Cn1c(=O)oc2ccccc21	0.35	-10	1[20 µM]	0.7	-11	-10	-1	13	-3
COc1ccccc1NC(=O)CSc1ccc2nnc(-c3cccnc3)n2n1	0.084	-2	-10	0.1	-11	-1	-3	-8	10
COC(=O)C(/C=N/OCc1ccc([N+](=O)[O-])cc1)NC(=O)c1ccccc1 (stereo not drawn)	-1.3	-3	-13[20 µM]	-1.1	25	-4	13	-10	-4
O=C(N/N=C/c1ccc(N2CCOCC2)cc1)C1CC1	-0.21	-3	-10	0.5	-215	1	-8	3	/
CCOC(=O)CSc1nnc(CNC(=O)c2ccco2)n1C	0.71	15	-34	0.6	7	0	4	33	12
CC/C=C/C(=O)N1CC2(CC(c3cccc(NC(=O)c4ccccc4)c3)=NO2)C[C@@H]1C(N)=O (stereo partly drawn)	0.34	0	-20[20 µM]	0.6	-20	2	-14	-3	10
Cc1cc(NCCCO)n2nc(-c3cccs3)cc2n1	-0.29	-3	-23	1.1	-127	-6	19	-5	-1
O=C(C1CCN(S(=O)(=O)c2cccc3cccnc23)CC1)N1CCCC1	0.58	-7	-19	/	7	-4	6	-11	8
CC(=O)Nc1ccc(/C=N/Nc2nc3ccccc3s2)cc1	-0.5	2	-12	0.6	-15	9	1	-1	14
Cc1cccc(S(=O)(=O)C(C#N)c2nc3ccccc3nc2N2CC(C)OC(C)C2)c1 (stereo not drawn)	-2.3	4	-26	-0.7	-54	5	-8	-6	15
COc1ccc(N2CCN(c3oc(Cc4cccc5ccccc45)nc3C#N)CC2)cc1	0.63	-5	-13[20 µM]	0.3	-20	-6	0	-4	-3
O=C(Nc1nnc(-c2ccc3c(c2)CCCC3)o1)c1ccccc1	79*	-1	-12	-0.8	-55	8	5	-46	16
Cc1cccc(C)c1NC(=O)COC(=O)c1ccc([N+](=O)[O-])o1	0.2	-7	-13	2.0	-56	0	8	1	7
CC(C)c1ccc2oc(-c3ccc(N)cc3)nc2c1	-0.014	-6	-21[20 µM]	0.5	-293	-6	3	-88	-4

(more compounds)
SMILES	Cl transport mod	thrombin 1536	Furin inh	PERK inh	Calpain2 inh	FXIa inh 1536	Rad51 HR inh	KLK5 inh	FXIIa inh 1536
CCCCCCNc1c([N+](=O)[O-])cc(C)cc1[N+](=O)[O-]	0.94	/	-10[20 µM]	0.4	/	/	-10	/	/
O=C(COC(=O)c1cc(-c2cccc3ccccc23)nc2ccccc12)NC1CCS(=O)(=O)C1 (stereo not drawn)	-1.5	-8	-9	-0.3	-17	0	2	-16	2
COc1cc(OC)c(C2CC(=O)N3CN(c4ccc(C)cc4)CSC3=C2C#N)cc1OC (stereo not drawn)	0.028	0	-24	1.0	-17	3	/	16	19
CC(=O)N1CCN(c2ccc(N=Cc3c(O)n(Cc4ccccc4)c(=O)[nH]c3=O)cc2)CC1	-0.33	3	-10[20 µM]	-1.7	-60	9	-2	-9	18
CCOC(=O)Cc1nnc(NC(=O)CSc2ccccc2)s1	0.48	5	-9	2.3	3	3	0	33	14
COc1ccc(OCc2cccc(C(=O)N3CCCC3)c2)cc1	0.12	0	-14[20 µM]	-0.3	-19	0	4	-27	8
COc1cccc(/C=C/C(=O)NNC(=O)CCN2CCN(Cc3ccccc3)CC2)c1	0.1	0	-2	-0.5	-10	-1	-1	9	7
CCCn1c(SCC(=O)NC(=O)Nc2ccc(C)cc2C)n[nH]c1=O	0.25	-3	-22	1.2	-16	0	5	2	2
CN(N=Nc1ccc([N+](=O)[O-])cc1)c1ccccc1	i	2	-14	0.8	-14	8	/	-2	14
CCOC(=O)CSc1nc2ccccc2c(=O)n1C1CCCC1	-0.9	1	-10[20 µM]	0.2	8	3	3	-3	13
Cc1cccc(C)c1NC(=O)C1c2cccc[n+]2CC(=O)N1Cc1cccs1 (stereo not drawn)	-0.24	-8	-9	0.3	0	0	-4	3	10
Oc1ccc(Br)cc1C=Nc1ccc2[nH]ncc2c1	-1.1	9	-2	0.8	-62	-6	-8	-8	-1
C=CCNc1nc2c(c(=O)n(C)c(=O)n2C)n1CC	/	-8	-31	-0.4	-1	-11	-4	-2	8
CCN(CC)c1ccc(NC2=C(Cl)C(=O)c3ccccc3C2=O)cc1	-0.036	0	-13	0.1	-12	-3	/	4	6
COc1ccc(C2/C=C\CN(S(=O)(=O)c3ccc(-c4ccccc4)cc3)CC(=O)N2Cc2ccc(F)cc2)cc1 (stereo not drawn)	-1.3	-4	-20	/	-13	-1	-13	2	4
CCn1ncc(C(=O)Nc2cc(C)on2)c1C	-0.46	2	0[20 µM]	0.2	7	3	-1	2	18
CSc1ccc(C2C(C#N)=C(N)Oc3c2ccc(=O)c2c(C)oc(C)c32)cc1 (stereo not drawn)	/	-1	-14	0.5	-96	6	-25	7	15
Cc1ccc(-n2[nH]c(C)c(/C=N/c3ccccn3)c2=O)cc1	/	3	-19	-0.1	20	-2	-1	5	0
Cc1ccc(NC(=O)C2CCCN(S(=O)(=O)c3ccc4c(c3)oc(=O)n4C)C2)nc1 (stereo not drawn)	-2.2	10	-20	-0.6	24	1	5	-7	9
O=C(COC(=O)c1ccc2c(c1)OCO2)Nc1ccccc1	-1.5	-14	-13	1.6	-17	-1	17	0	5
Cn1ccnc1C(=O)c1cc(=O)c2ccccc2o1	0.16	-5	-20	1.4	13	3	-2	3	12
CC(=O)c1cc(C#N)c(SCc2ccccn2)nc1C	0.18	1	-12	0.4	-15	-6	3	-8	7
Cn1c(SCC(=O)NCCc2ccccc2)nc2c([nH]c3ccccc32)c1=O	0.55	-7	-8	-0.5	-12	-6	-38	-6	0
COC(=O)C1=C(N)c2ccccc2C1(C#N)c1ccccc1 (stereo not drawn)	-0.21	1	-22[20 µM]	-0.1	-125	-1	0	-31	14
CCCN1C(=O)/C(=C/c2ccc(N3CCCC3)c(C)c2)NC1=S	i	1	5[20 µM]	0.2	21	4	i	15	19

Next part
SMILES	Cl transport mod	thrombin 1536	Furin inh	PERK inh	Calpain2 inh	FXIa inh 1536	Rad51 HR inh	KLK5 inh	FXIIa inh 1536
Cc1ccc(CSCC(=O)N2CCCC2)cc1	0.42	2	-28	0.1	12	-2	7	-13	4
CCCn1c(NC(=O)c2ccccc2Br)nc2ccccc21	3.3	-1	-13	-0.2	35	7	5	4	7
CCCOP(=O)(OCCC)C(Nc1cccc(C(F)(F)F)c1)c1ccc(C)cc1 (stereo not drawn)	0.72	-1	-10	-0.1	1	3	-7	-14	11
COC(=O)c1ccc(NC(=S)NCc2ccco2)cc1	-0.42	-5	-24	0.1	-9	-9	-2	-25	-3
Nc1nnn(CC(=O)N/N=C/c2ccc(Cl)cc2Cl)n1	-0.14	5	-24	2.3	-5	2	10	6	17
CCOC(=O)C(Oc1ccc(=O)[nH]n1)C(C)=O (stereo not drawn)	1.1	1	-12	1.8	-15	-1	2	-23	12
c1ccc(C2COC(c3cccs3)=N2)cc1 (stereo not drawn)	-0.59	-19	-33	-0.8	-13	-1	-5	2	-7
CCCn1nnc(NC(=S)NC(=O)/C=C/c2ccc(Cl)cc2)n1	0.1	0	-23	0.3	0	2	23	3	8
O=C1c2cccc3cccc(c23)C(=O)N1CCN1CCN(C(=S)Nc2ccccc2)CC1	0.72	3	-13	-0.1	-7	10	/	0	14
O=C(Nc1ccc(N2CCN(C(=O)c3ccc(Cl)cc3)CC2)cc1)c1ccc([N+](=O)[O-])o1	-1.1	-2	-31	0.1	-12	-2	15	-15	-3
COc1ccccc1Oc1ccc(N/C=C/C(=O)C(C)(C)C)cc1	0.09	-3	-18	-0.6	2	-7	-33	-2	3
CCCCn1c(=NC(=O)c2ccco2)c(C(=O)OCC)cc2c(=O)n3ccccc3nc21	/	-6	-40	-1.2	-438	0	-11	-9	1
O=C(C1CCN(S(=O)(=O)c2cnc[nH]2)CC1)N1CCn2c1nc1ccccc12	0.057	-1	-13[20 µM]	0.2	-2	-1	-3	-1	9
S=C(Nc1cccc2ccccc12)N1CCN(c2ncccn2)CC1	0.033	-8	-10	1.5	0	0	-3	-17	9
CCOC(=O)N1CCC(NC(=O)Cn2c3ccccc3c3cn[nH]c(=O)c32)CC1	-0.017	1	-14	0.3	-12	16	-3	-17	25
NC(=O)NC(=O)COC(=O)CN1C(=O)C2CCCCC2C1=O (stereo not drawn)	0.42	-11	-25	1.6	-26	0	-2	-4	13

Retrieved by compound from above, 4 records:
SMILES	Cl transport mod	thrombin 1536	Furin inh	PERK inh	Calpain2 inh	FXIa inh 1536	Rad51 HR inh	KLK5 inh	FXIIa inh 1536
CC(=O)N1CCN(CC(=O)Nc2ccccc2Sc2ccc(Cl)cc2)CC1	0.25	3	-23	-0.5	-17	7	/	-7	13
C=CCNc1nc2c(c(=O)n(C)c(=O)n2C)n1CC	/	-8	-31	-0.4	-1	-11	-4	-2	8
Cc1ccc(NC(=O)C2CCCN(S(=O)(=O)c3ccc4c(c3)oc(=O)n4C)C2)nc1 (stereo not drawn)	-2.2	10	-20	-0.6	24	1	5	-7	9
O=C(C1CCN(S(=O)(=O)c2cccc3cccnc23)CC1)N1CCCC1	0.58	-7	-19	/	7	-4	6	-11	8
